PI4K2A block: blocks human PI4K2A kinase activity; purified PI4K2A, ADP-Glo luminescence, 1 h; hits give low values; AID 1346378; activity change, negative = inhibition, % at 76.9 µM; 420,000 compounds, 0.13% hits; Q9BTU6; in the data active = activity change below about -50%; inconclusive = mostly about -30% to -49%;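 note: -100% = wells without enzyme as full effect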
Target sequence (Q9BTU6 whole entry, looked up): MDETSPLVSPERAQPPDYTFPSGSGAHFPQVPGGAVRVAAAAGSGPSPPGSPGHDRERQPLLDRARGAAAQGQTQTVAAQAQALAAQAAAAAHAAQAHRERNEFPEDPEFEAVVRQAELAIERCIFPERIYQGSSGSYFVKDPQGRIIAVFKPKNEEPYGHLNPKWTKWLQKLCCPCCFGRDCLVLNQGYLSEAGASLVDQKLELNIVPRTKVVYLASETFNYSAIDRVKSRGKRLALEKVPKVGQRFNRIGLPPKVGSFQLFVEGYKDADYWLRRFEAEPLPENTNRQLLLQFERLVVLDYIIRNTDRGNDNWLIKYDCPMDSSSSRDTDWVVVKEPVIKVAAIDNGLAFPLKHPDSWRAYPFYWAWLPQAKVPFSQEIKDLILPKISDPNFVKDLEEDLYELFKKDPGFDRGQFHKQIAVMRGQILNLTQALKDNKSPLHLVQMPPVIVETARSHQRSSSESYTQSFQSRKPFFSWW
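PI4K2A activity was measured by ADP-Glo luminescence: enzyme (4 ug/mL stock) and phosphatidylinositol (1.2 mM stock) in Tris pH 7.5/MgCl2/EGTA/Triton X-100 buffer were reacted with ATP (300 microM stock) for one hour at ambient temperature.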
12-LOX inh: ALOX12 (human) lipoxygenase inhibition | P18054 | purified 12hLO, xylenol orange hydroperoxide absorbance | Potency, µM (highest dose often 108 µM), without a hit: at the highest dose activity change, negative = inhibition, hits mostly inhibitors | 580,000 compounds, 1.1% hits | AID 1671190; note: potency is the fitted concentration of half-maximal effect; % is set by controls: 0 for no effect and ±100 for the full control effect
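Purified human 12hLO at 150 nM in 25 mM Hepes, 0.01% Triton X-100, pH 7.0, preincubated 15 min at room temperature with compound. Reaction started with 40 uM arachidonic acid, 30 min at room temperature. Hydroperoxide measured by Fe-xylenol orange, 573/405 nm absorbance ratio.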
GLS inh: glutaminase GLS (human) inhibition | Potency, µM (titrated, usually from 45.5 µM), for inactives: at the top dose activity change, negative = inhibition, hits mostly inhibitors | GLS enzymatic activity, qHTS titration | 410,000 compounds, 0.21% hits | O94925; note: potency is the fitted concentration of half-maximal effect; % is set by controls: 0 for no effect and ±100 for the full control effect
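Enzyme dispensed in phosphate buffer (45 mM, pH 8.2, 0.02% Tween-20), compounds pinned in, then 1 mM L-glutamine solution and the glutamate oxidase–HRP–Amplex Red mix added; fluorescence read immediately and again after 30 min at room temperature.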
ERG-DNA inh: ERG Ets/DNA interaction inhibition | fluorescence polarization, His-ERG Ets domain / labelled DNA | Potency, µM (top dose mostly 76.9 µM), for the others: top-dose FP activity, negative = inhibition, actives largely listed as inhibitors | 370,000 compounds, 0.028% hits | AID 624246; active = well fitted inhibition curve with a large enough effect in the polarisation, with a control signal flat; inconclusive = small, poorly fitted or top-dose-only effect, or effect the other way, or a change in a side signal; inactive = no such curve, though single readings can be large or run the other way; the % refers to the polarisation;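 note: polarization taken with two DNA probes labelled with fluorescein and Texas red; potency is the fitted concentration of half-maximal effect; % of control where 0% means no effect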
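His-tagged ERG Ets domain (1 uM in the protein solution; 300mM KCl, 50mM Tris-HCl, 1mM EDTA, 1mM DTT, pH 7.5) received compound, then a probe mix of 5 nM fluorescein-DNA and 100nM Texas-615-DNA. Fluorescence polarization was read for both dyes.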
BAZ2B inh: blocks human BAZ2B. AlphaScreen BAZ2B-H3K14Ac peptide displacement. Potency, µM (series often up to 114 µM), for the others: at the highest dose activity change, negative = inhibition, usual class: inhibitors. 360,000 compounds, 4.4% hits; note: potency is the fitted concentration of half-maximal effect; % is set by controls: 0 for no effect and ±100 for the full control effect; nearly all actives have a fitted effect of over 60% in size
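BAZ2B (50 nM) with biotin-H3(5-23)K14Ac peptide (50 nM) in PBS pH 7.4, 0.01% Tween-20, preformed 30 min, then compound 30 min at room temperature; top concentration 110uM. AlphaScreen streptavidin donor/nickel chelate acceptor beads (10 ug/mL final), 20 min dark, signal read.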
RGS4 inhibitor: human RGS4 inhibition; Transcreener GDP fluorescence polarization, RGS4-accelerated GTP hydrolysis; AID 504845; P49798; Potency, µM (series often up to 114 µM), for inactives: at the highest dose activity change, negative = inhibition, actives largely listed as inhibitors; 390,000 compounds, 0.039% hits; note: potency is the fitted concentration of half-maximal effect; % is set by controls: 0 for no effect and ±100 for the full control effect; nearly all actives have a fitted effect of over 75% in size; some results filed as inactive show a strong effect at the top dose
Target sequence (P49798 whole entry, looked up): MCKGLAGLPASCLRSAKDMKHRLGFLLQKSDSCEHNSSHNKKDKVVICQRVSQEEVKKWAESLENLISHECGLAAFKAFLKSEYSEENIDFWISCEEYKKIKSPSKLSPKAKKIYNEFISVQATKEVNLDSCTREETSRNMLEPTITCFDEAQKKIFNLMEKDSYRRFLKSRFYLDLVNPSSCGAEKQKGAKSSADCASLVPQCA
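MLSMR compounds (23 nl, pin-transferred) preincubated 10 min at room temperature with a 500nM (2x) first reagent, then RGS4 at 900nM (2x) plus Transcreener GDP mix added; fluorescence polarization (620/688 nm) read before and after 90 min at 30 °C.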
G9a inh: G9a (human) methyltransferase inhibition; Potency, µM (top dose mostly 102 µM), without a hit: at the top dose activity, negative = inhibition, actives largely listed as inhibitors; Q96KQ7; G9a H3K9 monomethylation, AlphaScreen, 2 h; 350,000 compounds, 8.8% hits; note: potency is the fitted concentration of half-maximal effect; % is set by controls: 0 for no effect and ±100 for the full control effect; nearly all actives have a fitted effect of over 75% in size
Target sequence (Q96KQ7 913-1193 limits assumed): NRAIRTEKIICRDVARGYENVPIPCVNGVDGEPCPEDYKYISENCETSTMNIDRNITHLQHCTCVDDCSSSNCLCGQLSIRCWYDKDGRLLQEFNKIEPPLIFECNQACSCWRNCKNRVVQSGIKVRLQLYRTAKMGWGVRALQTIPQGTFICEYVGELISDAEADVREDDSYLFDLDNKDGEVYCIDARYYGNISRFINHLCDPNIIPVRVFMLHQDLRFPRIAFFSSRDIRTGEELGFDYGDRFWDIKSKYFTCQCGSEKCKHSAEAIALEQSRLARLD
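Chemiluminescent proximity detection of H3K9 monomethylation, read after 10 min bead incubation in the dark. Reaction: 20 nM G9a, 500 nM biotin-H3K9 peptide, 20 uM SAM cofactor, 2 h, room temperature, following 15 min enzyme-compound preincubation.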
HP1b binding inh: HP1-beta chromodomain-methylated histone interaction inhibition; Potency, µM (top dose mostly 114 µM), for inactives: at the highest dose activity change, negative = inhibition, hits mostly inhibitors; P83916; AlphaScreen HP1-beta / biotin-H3K9me3 peptide binding; AID 540317; 390,000 compounds, 0.56% hits; note: potency is the fitted concentration of half-maximal effect; nearly all actives have a fitted effect of over 70% in size; inactives centre near 23
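AlphaScreen: HP1-beta (50 nM) preformed 30 min with biotin-H3(1-18)K9me3 peptide (50 nM) in PBS pH 7.4, 0.01% Tween-20. Compound added for 30 min at RT, then streptavidin donor/nickel chelate acceptor beads (10 ug/mL) for 30 min.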
JMJD2A Tudor inh: JMJD2A Tudor domain (human) inhibition | AID 504339 | Potency, µM (top dose mostly 114 µM), inactives show at the highest dose activity change, negative = inhibition, usual class: inhibitors | O75164 | AlphaScreen JMJD2A-Tudor / H3K4me3 peptide binding | 390,000 compounds, 4.4% hits; note: potency is the fitted concentration of half-maximal effect; % is set by controls: 0 for no effect and ±100 for the full control effect; nearly all actives have a fitted effect of over 50% in size
* hit, by the source's call; u = inconclusive; x = no result given; [ ] = remark or other dose. Unless noted, calls come from the whole dose curve; as a rule, active = well fitted curve in the direction sought with a large enough effect; inconclusive = small, poorly fitted or top-dose-only effect, or another doubt; inactive = no such curve, though single readings can be large; an effect the other way counts as inactive or inconclusive. Some of the compounds tested. The share of hits here may be higher or lower than overall.

BAZ2B inh	RGS4 inhibitor	12-LOX inh	ERG-DNA inh	GLS inh	HP1b binding inh	JMJD2A Tudor inh	PI4K2A block	G9a inh	compound
-11%	-12%	-26%	-1%	1%	27%	-15%	0	-8%[59 µM]	Cc1cccc(NC(=O)c2c(C)cc(C)nc2SCC(=O)Nc2c(C)cc(C)cc2C)c1
9%	2%	-3%	12%	-12%	30%	-11%	-2	-7%	CCOC(=O)c1ccc2c(c1)nc(SCC(=O)NC(C)C)n2CC
u	9%	-5%	3%	-9%	7%	-23%	0	56µM*	COc1ccc(-c2csc(NC(=O)C3=COCCO3)n2)cc1OC
-15%	19%	12%	5%	9%	20%	-8%	1	22%	COc1cccc(C(=O)N(C)CC(=O)Nc2ccc(F)c(F)c2F)c1
11%	-13%	-19%	-1%	6%	12%	-28%	1	-7%[59 µM]	O=C(c1ccccc1Cl)N1CCC(c2nc3c(nnn3Cc3ccco3)c(=O)[nH]2)CC1
5%	-18%	-12%	8%	2%	59%[activator]	-16%	-4	-19%	CCCc1cc(=O)n2[nH]c(-c3ccco3)nc2n1
12%	15%	9%	2%	-10%	0%	-14%	-4	6%[0.501 µM]	Cc1cc(C(=O)NNC(=O)c2ccc(C)s2)c(C)o1
0%	20%	-3%	4%	8%	8%	-8%	-5	-10%	Cc1ccc(CNC(=O)Nc2ccccc2)c(C)c1
-2%	-22%	8%	-14%	1%	22%	-16%	7	4%[12.7 µM]	Cc1ccc2c(c1)N(CC(=O)N1CCN(c3nc4ccccc4s3)CC1)C(=O)C(C)O2 (stereo not drawn)
-35%	6%	-14%	3%	0%	32%[activator]	-6%	-1	-13%	CCCn1c(N)c(N(CCOC)C(=O)/C=C/c2ccc(C(=O)OC)cc2)c(=O)[nH]c1=O
4%	21%	-1%	-4%	-2%	33%	-18%	7	4%	Cc1c(NC(=S)N/N=C/c2ccc(O)cc2)c(=O)n(-c2ccccc2)n1C
-27%	-32%	x	-1%	12%	40%[activator]	-11%	-2	u	C=CCN1C(=O)/C(=C2/Sc3ccccc3N2C)SC1=Nc1c(C)n[nH]c1C
u	-37%	-27%	-26%	-3%	u	-22%	-7	40µM*	CCOC(=O)C(=O)N1CCN(c2nc(-c3ccc(Cl)cc3)cs2)CC1
-15%	u	7%	-10%	19%	-23%	32µM*	1	u	CN1N=C(C(=O)N2CCc3c([nH]c4ccccc34)C2c2ccccc2Cl)CCC1=O (stereo not drawn)
-1%	6%	-20%	0%	-1%	13%	-22%	-1	7%[59 µM]	Cc1c2cnn(CC(=O)NC(C)C)c(=O)c2c(C)n1Cc1ccccc1Cl
-2%	3%	0%	-4%	4%	38%[activator]	3%	4	7%[59 µM]	CN1CCN(CCC(=O)Nc2ccc3c(c2)OCO3)CC1
-1%	-26%	-8%	-3%	-4%	26%	8%	4	15%	COc1cc(NC(=O)c2ccc(Cl)cc2)c(OC)cc1Cl
45µM*	8%	-17%	10%	-3%	u	20µM*	-2	x	COCCCNCCCCOc1ccc(OCc2ccccc2)cc1
9%	-6%	2%	-3%	-6%	19%	-20%	8	14%[12.7 µM]	CN(CC(=O)Nc1ccccc1Br)C(=O)CNC(=O)c1cccs1
-11%	-2%	u	-1%	-2%	18%	-22%	-2	50µM*	O=C1CCCCCN1CP(=O)(O)CN1CCCCCC1=O

(further entries)
BAZ2B inh	RGS4 inhibitor	12-LOX inh	ERG-DNA inh	GLS inh	HP1b binding inh	JMJD2A Tudor inh	PI4K2A block	G9a inh	compound
u	-12%	33%	13%	-3%	17%	-28%	-8	u	Cc1c(C)c2c(OCC(=O)N[C@@H](C(=O)O)c3ccccc3)cc3c(c2oc1=O)CCC(C)(C)O3
0%	9%	0%	-1%	5%	13%	-9%	4	x	Cn1c(SCC(=O)NC2CC2)nnc1C1CC1
-10%	-5%	u	0%	-12%	-25%	-24%	2	u	Cc1ccc(S(=O)(=O)c2nc(-c3ccco3)oc2SCC(N)=O)cc1
-10%	-3%	18%[57.4 µM]	7%	-4%	49%[activator]	-20%	6	11%[59 µM]	CCCCCn1c(NC2CCCCC2)nc2c1c(=O)[nH]c(=O)n2C
-2%	8%	3%	-14%	3%	13%	-17%	1	u	Cc1cc(Br)cc2c1NC(=O)C2(c1c(C)n(C)n(-c2ccccc2)c1=O)c1c(C)n(C)n(-c2ccccc2)c1=O
-11%	21%	-4%	0%	9%	15%	-19%	-4	-3%[59 µM]	C(=C\c1nnc2c3ccccc3ncn12)/c1ccccc1
1%	14%	-20%	4%	-2%	16%	-21%	0	-4%[59 µM]	COc1ccc(/C=C/C(=O)Nc2ccc(Cl)cc2Cl)cc1
u	9%	u	3%	7%	16%	-15%	-1	u	COCCn1nnnc1C(C(C)C)N1CCC(Cc2ccccc2)CC1 (stereo not drawn)
-32%	-15%	-1%	-1%	-5%	-3%	0%	1	26%[59 µM]	Cc1cc(C)cc(Oc2ccc(-c3nnc(-c4ccccc4)o3)cc2[N+](=O)[O-])c1
-14%	-25%	4%	-17%	-9%	30%	1%	7	8%	COc1ccc(NC(=O)Nc2cnccn2)cc1
-4%	17%	-2%	0%	-6%	18%	-6%	2	-2%[12.7 µM]	COc1ccc(CCNC(=O)C2CCCN2S(=O)(=O)c2ccc(F)cc2)cc1OC (stereo not drawn)
-11%	10%	-3%	22%	-14%	30%	-3%	6	5%[59 µM]	CCc1cccc(NC(=O)C(NC(=O)C2CCCCC2)C(C)C)c1 (stereo not drawn)
-27%	-41%	u	-23%	4%	18%	u	2	u	CC1=C(C(=O)c2ccccc2)C(c2cccc([N+](=O)[O-])c2)NC(=S)N1 (stereo not drawn)
-26%	-6%[56.9 µM]	-10%	-12%	19%	32%	-2%	8	45µM*	CCC1CCCCN1C(=S)NC(=O)c1cc(S(=O)(=O)N2CCOCC2)ccc1C (stereo not drawn)
4%	2%	-23%	-3%	5%	16%	-10%	-5	2%[59 µM]	COc1cccc(C2C(=O)N(C3CCCCC3)CC(=O)N2CCc2ccc(OC)c(OC)c2)c1 (stereo not drawn)
1%	-17%	-22%	1%	6%	54%[activator]	8%	-8	17%[59 µM]	CCCCc1ccc(NC(=O)c2cnccn2)cc1
13%	-5%[56.9 µM]	293%[activator]	-6%	-5%	84%[activator]	3%	-2	x	C=CCC(NCc1ccccc1)c1ccc(OC)cc1 (stereo not drawn)
-30%	-7%	-6%	12%	11%	-7%	u	-2	-39%[59 µM]	O=C(CCCc1c[nH]c2ccccc12)N1CCN(S(=O)(=O)c2cccs2)CC1
4%	3%	-6%	-13%	-5%	36%[activator]	-8%	1	2%	NC(=NCCc1ccccc1)NS(=O)(=O)c1cccs1
5%	4%[11.4 µM]	0%	-6%	1%	66%[activator]	-18%[11.4 µM]	4	-9%[59 µM]	O=C(NC1(C(F)(F)F)C(=O)Nc2c1c(=O)[nH]c(=O)n2Cc1ccco1)C1CC1 (stereo not drawn)
3.2µM*	4%	1%	-4%	10%	u	u	1	0.89µM*	CC1=NN(c2ccccc2)C(=O)C1N=Nc1ccccc1 (stereo not drawn)
11%	-6%	4%	14%	-10%	14%	-5%	4	-22%	CCc1ccc(NC(=O)CSc2n[nH]c(=O)n2C2CC2)cc1
-13%	-14%	-19%	0%	-2%	7%	-25%	0	-5%[59 µM]	CCN1CCN(c2nc(Nc3cccc(C)c3)nc(N)c2[N+](=O)[O-])CC1

By substructure: the entries above with an aryl methoxy group.
BAZ2B inh	RGS4 inhibitor	12-LOX inh	ERG-DNA inh	GLS inh	HP1b binding inh	JMJD2A Tudor inh	PI4K2A block	G9a inh	compound
u	9%	-5%	3%	-9%	7%	-23%	0	56µM*	COc1ccc(-c2csc(NC(=O)C3=COCCO3)n2)cc1OC
-15%	19%	12%	5%	9%	20%	-8%	1	22%	COc1cccc(C(=O)N(C)CC(=O)Nc2ccc(F)c(F)c2F)c1
-1%	-26%	-8%	-3%	-4%	26%	8%	4	15%	COc1cc(NC(=O)c2ccc(Cl)cc2)c(OC)cc1Cl
1%	14%	-20%	4%	-2%	16%	-21%	0	-4%[59 µM]	COc1ccc(/C=C/C(=O)Nc2ccc(Cl)cc2Cl)cc1
-14%	-25%	4%	-17%	-9%	30%	1%	7	8%	COc1ccc(NC(=O)Nc2cnccn2)cc1
-4%	17%	-2%	0%	-6%	18%	-6%	2	-2%[12.7 µM]	COc1ccc(CCNC(=O)C2CCCN2S(=O)(=O)c2ccc(F)cc2)cc1OC (stereo not drawn)
4%	2%	-23%	-3%	5%	16%	-10%	-5	2%[59 µM]	COc1cccc(C2C(=O)N(C3CCCCC3)CC(=O)N2CCc2ccc(OC)c(OC)c2)c1 (stereo not drawn)
13%	-5%[56.9 µM]	293%[activator]	-6%	-5%	84%[activator]	3%	-2	x	C=CCC(NCc1ccccc1)c1ccc(OC)cc1 (stereo not drawn)
